Screening results: PubChem, National Center for Advancing Translational Sciences (NCATS)
LDHA inh = blocks human lactate dehydrogenase A; P00338; purified LDHA, NADH/diaphorase-resazurin fluorescence; hits give low values; activity change, % (values are at about 110 or 230 µM); 480,000 tested, 0.15% active; AID 1347041; in the data active = activity change below about -30%; inconclusive = mostly about -25% to -30%;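 also: plate controls were DMSO wells for no effect and wells without enzyme for full effect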
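Human LDH5 (2 nM) was incubated with 0.06 mM NADH and 0.2 mM pyruvate for 5 min at room temperature in Tris pH 7.4. Remaining NADH was coupled through diaphorase/resazurin, and resorufin fluorescence was read at 0 and 20 min.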
Pol beta inh = DNA polymerase beta (human) inhibition | Pol beta primer extension/strand displacement, fluorescence kinetic | 340,000 tested, 1.3% active | AID 485314 | P06746 | Potency, µM (series often up to 114 µM), without a hit: at the top dose activity change, negative = inhibition, actives largely listed as inhibitors; also: potency is read from the fitted curve at half-maximal effect; % is scaled to controls: 0 for no effect and ±100 for the full control effect
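10 nM enzyme + cpd, 15 min RT; start with substrate 50 nM final; read 0 min and after 10 min RT. Corrected, normalized data; 4-parameter Hill curve fit.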
Anesthetic bind = binds horse apoferritin like a general anesthetic; apoferritin/1-aminoanthracene competitive binding, fluorescence; P02791; 350,000 tested, 0.074% active; Potency, µM (doses to about 77.5 µM), inactives show at the highest dose activity change, negative = displacement, usual class: inhibitors; also: potency is read from the fitted curve at half-maximal effect; % is scaled to controls: 0 for no effect and ±100 for the full control effect; nearly all actives have a fitted effect of over 20% in size
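10 uM apoferritin + 50% sat. 1-AMA, PBS; cpd 10 min RT; Ex380/Em535 endpoint; normalized to free probe vs complex; 4-param Hill fit; propofol titration as pos. ctrl.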
APE1 inh = APE1 (human) endonuclease inhibition; 350,000 tested, 0.35% active; AID 2517; P27695; Potency, µM (series often up to 65.8 µM), without a hit: at the top dose activity change, negative = inhibition, most hits filed as inhibitors; recombinant APE1, TAMRA/BHQ-2 abasic DNA cleavage fluorescence;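 also: potency is read from the fitted curve at half-maximal effect; plate controls were vehicle for no effect and reference inhibitor for full effect; nearly all actives have a fitted effect of over 55% in size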
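Incision of a quenched TAMRA/BHQ-2 THF abasic-site duplex (50 nM) by 0.75 nM APE1, after 15 min compound preincubation, measured as fluorescence increase over three 60 s reads. Values normalized to buffer, DMSO and NSC13755 control wells.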
Pol kappa inh = DNA polymerase kappa (human) inhibition. purified Pol kappa, fluorescent DNA synthesis assay, 10 min. Potency, µM (series often up to 107 µM), inactives show at the highest dose activity, negative = inhibition, hits mostly inhibitors. 400,000 tested, 0.53% active. AID 588579; also: potency is read from the fitted curve at half-maximal effect; % is scaled to controls: 0 for no effect and ±100 for the full control effect
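Readout: fluorescence, taken kinetically at 0 and 10 min. Conditions: 10 nM Pol kappa, 15 min RT compound preincubation, 50 nM substrate final. Controls: enzyme-free buffer wells.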
POLI inh = DNA polymerase iota (human) inhibition. Pol iota fluorescent replication assay, 10 min. AID 588590. 390,000 tested, 1% active. Potency, µM (top dose mostly 115 µM), inactives show top-dose activity, negative = inhibition, most hits filed as inhibitors; also: potency is read from the fitted curve at half-maximal effect
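Pol iota at 10 nM preincubated 15 min with compounds at room temperature; reaction started with fluorescent substrate, 50 nM final. Fluorescence read kinetically at 0 and 10 min; buffer-only wells as negative control.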
GRP78 ERSR act = induces the endoplasmic reticulum stress response in human glioma cells. U87-MG GRP78 promoter luciferase reporter, 16 h. Potency, µM, for inactives: at the top dose activation, actives largely listed as activators. 420,000 tested, 0.02% active. AID 602332; also: potency is read from the fitted curve at half-maximal effect; series mostly up to about 76 µM; % of control where 0% means no effect; nearly all actives have a fitted effect of over 35% in size
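Stably transfected U87-MG human glioma cells carrying a GRP78-based luminescent sensor were seeded at 1000 cells/well, pin-dosed with compounds and incubated 16 h. Luciferase reagent was then added, and end-point luminescence was read after 10 min at room temperature.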
Pol eta inh = DNA polymerase eta (human) inhibition; Q9Y253; recombinant Pol eta, fluorescent DNA replication assay; Potency, µM (titrated, usually from 114 µM), inactives show at the highest dose activity change, negative = inhibition, most hits filed as inhibitors; 390,000 tested, 1.2% active; AID 588591; also: potency is read from the fitted curve at half-maximal effect; % is scaled to controls: 0 for no effect and ±100 for the full control effect
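Pol eta (10 nM) was preincubated with compounds for 15 min at room temperature, after which fluorescent replication substrate (50 nM final) was added to start the reaction. Fluorescence was read kinetically at 0 and 10 min.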
BLM inh = blocks DNA unwinding by human BLM helicase | 350,000 tested, 0.2% active | recombinant BLM DNA unwinding, fluorescence dequenching | Potency, µM (highest dose often 56.1 µM), for inactives: top-dose activity change, negative = inhibition, hits mostly inhibitors;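 also: potency is read from the fitted curve at half-maximal effect; plate controls were vehicle for no effect and no enzyme for full effect; nearly all actives have a fitted effect of over 35% in size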
Target sequence (P54132 whole entry, looked up): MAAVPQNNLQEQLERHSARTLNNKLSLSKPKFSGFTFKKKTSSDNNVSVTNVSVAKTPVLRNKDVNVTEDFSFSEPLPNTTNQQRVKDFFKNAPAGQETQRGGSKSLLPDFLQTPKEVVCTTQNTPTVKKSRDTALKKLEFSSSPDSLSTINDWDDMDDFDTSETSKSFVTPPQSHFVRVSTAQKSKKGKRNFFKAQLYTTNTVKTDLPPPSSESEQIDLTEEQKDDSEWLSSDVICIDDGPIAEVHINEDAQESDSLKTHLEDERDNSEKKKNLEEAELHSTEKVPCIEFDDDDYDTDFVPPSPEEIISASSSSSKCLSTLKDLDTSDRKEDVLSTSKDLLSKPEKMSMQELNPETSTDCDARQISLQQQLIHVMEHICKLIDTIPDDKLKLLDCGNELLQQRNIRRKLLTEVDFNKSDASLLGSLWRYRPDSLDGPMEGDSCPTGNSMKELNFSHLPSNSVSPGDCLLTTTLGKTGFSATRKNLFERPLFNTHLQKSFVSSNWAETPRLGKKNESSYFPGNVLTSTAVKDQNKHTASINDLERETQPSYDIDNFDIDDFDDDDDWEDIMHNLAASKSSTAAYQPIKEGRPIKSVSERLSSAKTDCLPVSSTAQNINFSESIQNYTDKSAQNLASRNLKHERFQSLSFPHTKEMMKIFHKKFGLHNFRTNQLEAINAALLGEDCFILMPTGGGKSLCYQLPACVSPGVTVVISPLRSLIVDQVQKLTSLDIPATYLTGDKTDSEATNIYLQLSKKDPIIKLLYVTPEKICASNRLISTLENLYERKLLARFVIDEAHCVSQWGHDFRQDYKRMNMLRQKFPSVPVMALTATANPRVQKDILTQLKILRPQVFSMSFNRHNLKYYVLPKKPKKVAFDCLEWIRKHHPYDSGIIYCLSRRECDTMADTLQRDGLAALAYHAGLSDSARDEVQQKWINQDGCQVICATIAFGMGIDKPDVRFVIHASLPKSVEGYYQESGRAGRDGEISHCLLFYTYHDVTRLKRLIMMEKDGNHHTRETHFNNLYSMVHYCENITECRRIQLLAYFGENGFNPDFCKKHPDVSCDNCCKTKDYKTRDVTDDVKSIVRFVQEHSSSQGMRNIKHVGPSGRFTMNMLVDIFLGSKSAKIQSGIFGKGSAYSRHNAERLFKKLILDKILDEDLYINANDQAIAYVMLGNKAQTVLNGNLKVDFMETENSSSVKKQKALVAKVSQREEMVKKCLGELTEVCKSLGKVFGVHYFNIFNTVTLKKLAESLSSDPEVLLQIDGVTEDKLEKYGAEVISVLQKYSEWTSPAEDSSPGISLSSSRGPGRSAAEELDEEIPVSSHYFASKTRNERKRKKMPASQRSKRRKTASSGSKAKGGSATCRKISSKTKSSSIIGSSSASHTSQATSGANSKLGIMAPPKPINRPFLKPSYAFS
* marks the source's active call; other numbers are inactive results; ? = inconclusive; . = no result given; & = joins results of further samples; [ ] = dose if it differs, or a comment. Unless noted, calls follow the shape of the dose curve; as a rule, active = well fitted curve in the direction sought with a large enough effect; inconclusive = small, poorly fitted or top-dose-only effect, or another doubt; inactive = no such curve, though single readings can be large; an effect the other way counts as inactive or inconclusive. Only part of the results is shown; the hit share may differ from the screen's.

Values run as follows: LDHA inh	Pol beta inh	Anesthetic bind	APE1 inh	Pol kappa inh	POLI inh	GRP78 ERSR act	Pol eta inh	BLM inh
> C/C(=N/OC(=O)c1cccc(C(F)(F)F)c1)c1cnccn1
    -10	51%[activator]	-4%	17%	6%	54%[activator]	-4%	-8%	-4%
> COc1nccnc1NS(=O)(=O)c1ccc(NC(=S)NC(=O)/C=C/c2ccccc2)cc1
    -7	?	5%	14%	-11%	62%[activator]	2%	-21%	-2%
> Cc1cccc(N2CCN(C(C)C(=O)N3CCc4ccccc43)CC2)c1C (centres undefined)
    -7	40%	-4%	0%	-6%	21%	-3%	-14%	-8%
> Cn1nc(C(=O)N2CCOCC2)c2ccccc2c1=O
    0	10%	-5%	-3%	5%	8%	-4%	-5%	-1%
> CCOC(=O)CSc1nnc(Cn2nnc(-c3ccccc3)n2)n1CC
    -3	0%	4%	-7%	-9%	0%	0%	-7%	-6%
> COc1cc2c(cc1OC)C1O[C@](c3ccsc3)(C2)OC2=C1C(=O)CC(C)(C)C2
    .	15%[22.9 µM]	?	3%[12.4 µM]	.	.	.	.	-8%[12.4 µM]
> COc1ccccc1OCC(=O)Nc1nnc(C2CCCC2)s1
    -4	1%	-3%	-2%	-5%	46%[activator]	3%	-23%	-3%
> CCc1ccc(NC(=O)C(C)Oc2nnc(-c3cccs3)c(-c3cccs3)n2)cc1 (centres undefined)
    2	0%	-18%	-2%	-4%	-21%	10%	-16%	-11%
> CCCS(=O)(=O)c1nc(S(=O)(=O)c2ccc(C)cc2)c(N2CC(C)OC(C)C2)s1 (centres undefined)
    0	1%	-18%	14%	-2%	0%	5%	-12%	0%
> CC(Sc1nnc(Cc2ccc3c(c2)OCO3)o1)C(N)=O (centres undefined)
    -5	-27%	-14%	-6%	-9%	181%[activator]	0%	-1%	3%

Next section
Values run as follows: LDHA inh	Pol beta inh	Anesthetic bind	APE1 inh	Pol kappa inh	POLI inh	GRP78 ERSR act	Pol eta inh	BLM inh
> Cc1ccc([C@H]2C(C(=O)O)=CC[C@@H](c3cccc(C)c3)N2S(=O)(=O)c2ccc(C)cc2)cc1
    -4	.	.	24%	-4%	4%	-1%	-11%	.
> NC(=O)c1ccc(NS(=O)(=O)c2ccccc2F)cc1
    -6	5%	-24%	-1%	8%	-7%	3%	-12%	0%
> COc1cc(/C=C/c2nc(N)nc(-c3ccccc3O)n2)cc(OC)c1OC
    15&1	-13%	-2%	18%	-17%	3%	1%	-21%	-3%
> O=C(C[C@@H]1C/C=C\C[C@H](Cc2ccc(F)cc2)C(=O)OCCNC1=O)NCCO
    -5	.	.	4%	-6%	28%	0%	-22%	.
> Cc1c2cnn(CC(=O)N3CCCCC3)c(=O)c2c(C)n1Cc1ccc(Cl)cc1
    -1	-11%	?	.	-7%	16%	1%	11%	1%
> COCC(C)n1c(C)cc(C(=O)COC(=O)c2ccc(N3CCCC3=O)cc2)c1C (centres undefined)
    -6	2%	-17%	2%	-13%	23%	-7%	7%	-1%
> COc1ccccc1CNC(=O)CCn1c(=O)c2ccccc2n(CC(=O)Nc2ccc(C)cc2)c1=O
    -10	-6%	-18%	.	-10%	-11%	-3%	-1%	-6%
> CCOC(=O)c1c(NC(=O)c2cc(-c3ccccc3)on2)sc2c1CCCC2
    -3	8%	-4%	.	-8%[60.1 µM]	25%	0%	-10%	1%
> CCOC(=O)c1c(C)n(C)c2ccc(O)c(CN3CCN(C)CC3)c12
    16	2%	-13%	0%	-11%	18%	0%	-10%	3%
> COC(=O)c1ccc(NC(=O)c2snnc2-c2ccccc2)cc1
    -2	0%	?	8%	12%	-15%	-4%	-11%	-8%

Later entries.
Values run as follows: LDHA inh	Pol beta inh	Anesthetic bind	APE1 inh	Pol kappa inh	POLI inh	GRP78 ERSR act	Pol eta inh	BLM inh
> CS(=O)(=O)N1CCN(C(=O)c2cc(-c3cccnc3)nc3ccc(Br)cc23)CC1
    -5	-4%	-3%	12%	-9%	9%	4%	10%	-3%
> CC1CCCCN1C(=O)CSc1nnc(-c2cccnc2)n1C1CCCCC1 (centres undefined)
    -10	14%	-7%	4%	-8%	-10%	-3%	-11%	-4%
> O=S(=O)(c1ccccc1)N1CCC2(CC1)CN(c1ncccn1)C2
    .	.	.	0%	1%[60.1 µM]	.	-4%	.	1%
> Cn1nccc1C(=O)N1CCc2c([nH]c3ccccc23)C1c1ccc(F)cc1 (centres undefined)
    -11	-7%	-17%	-5%	-2%	-12%	1%	-5%	-12%
> CC1Cc2ccccc2N1CC(=O)Nc1cccc(S(N)(=O)=O)c1 (centres undefined)
    -12	?	-6%	10%	1%	32%[activator]	-5%	2%	-8%
> CCCCCc1ccc(-c2cn(Cc3ccc([N+](=O)[O-])cc3)nn2)cc1
    0	-14%	-16%	60%[activator]	0%&-10%	8%&-1%	-3%&-1%	-20%	1%
> O=C(CN1CCN(c2ccccc2)CC1)N/N=C/c1cccc(F)c1
    -2	2%	-11%	-11%	-5%	?	1%	-20%	2%
> O=C(NCc1ccc(F)cc1)Nc1cccc(Cl)c1
    -8	-2%	?	3%	-10%	-9%	6%	-9%	-3%
> O=C(Nc1cccc(NC(=O)c2cccnc2Cl)c1)c1ccco1
    -3	-14%	5%	5%	-5%	-6%	1%	-6%	2%
> Cc1ccc(S(=O)(=O)c2cc(C)cc(S(=O)(=O)Nc3ccc(C(=O)O)cc3)c2C)cc1
    -15	27%	0%	30%	-3%	109%[activator]	-4%	?	-4%

Further records.
Values run as follows: LDHA inh	Pol beta inh	Anesthetic bind	APE1 inh	Pol kappa inh	POLI inh	GRP78 ERSR act	Pol eta inh	BLM inh
> Cc1c(C(=O)NC2CCS(=O)(=O)C2)oc2ccccc12 (centres undefined)
    -1	4%	-5%	58%	4%	82%[activator]	-2%	-25%	-1%
> CCN(CC(=O)NC(=O)NCc1ccco1)Cc1ccccc1
    -4	.	.	-3%	-13%	35%[activator]	-3%	-14%	.
> CC1CCCN(S(=O)(=O)c2ccc3c(c2)CCN3C(=O)CCC(=O)O)C1 (centres undefined)
    -10	0%	-4%	.	-2%	4%	-3%	-14%	0%
> COc1ccccc1C(CNc1ncnc2sc(C)c(C)c12)N(C)C (centres undefined)
    2	-1%	-9%	22%	2%	17%	-2%	-20%	-10%
> COC(=O)c1cc(=O)n(Cc2ccc3c(c2)OCO3)c(=Nc2ccccc2)s1
    -2	6%	24%	-1%	-2%	18%	-6%	-17%	-11%
> Cc1cc(C)c(NC(=O)c2cc(S(=O)(=O)N3CCOCC3)ccc2F)c(C)c1
    0	29%	-8%	28%	7%	23%	-5%	-9%	-5%
> Cc1ccc(/C=C/C(=O)N2CC(C)CC(C)C2)o1 (centres undefined)
    1	2%	?	-2%	-18%	?	?	?	0%
> O=C(NCC1CCCO1)C(c1ccncc1)N(Cc1ccc(F)cc1)C(=O)CN1C(=O)c2ccccc2S1(=O)=O (centres undefined)
    -7	28%	-7%	18%	-15%	15%	2%	-15%	1%
> CC(C)N(C(=O)/C=C/c1cccc([N+](=O)[O-])c1)C(C)C
    -1	5%	?	4%	-19%	-1%	0%	-22%	1%
> S=C(NCc1ccc(Cl)cc1)NC1CCN(Cc2ccccc2)CC1
    1	6%	-18%	5%	1%	31%[activator]	-6%	-20%	-5%

Other compounds
Values run as follows: LDHA inh	Pol beta inh	Anesthetic bind	APE1 inh	Pol kappa inh	POLI inh	GRP78 ERSR act	Pol eta inh	BLM inh
> O=C(NC1CCS(=O)(=O)C1)c1ccccc1Cl (centres undefined)
    -2	.	.	-8%	-3%	-1%	-4%	-19%	.
> CCOc1nc(C)ccc1-c1noc(C)n1
    -1	2%	-2%	7%	-6%	-7%[58.9 µM]	-2%	-7%	-2%
> Cc1ccc(N2C(=O)C3CCC(C)(C2=O)C3(C)C)cc1C (centres undefined)
    -7	42%	?	10%	-11%	155%[activator]	-1%	-13%	-2%
> COc1ccccc1NC(=O)CSc1nnc(COc2ccccc2OC)n1C
    -6	-5%	-8%	0%	10%	17%	-6%	-19%	-6%
> CCC(=O)c1ccc(OCC(=O)Nc2ccccc2C(=O)N2CCCCC2)cc1
    -3	.	.	11%	2%	-17%	5%	-12%	.

Some of these compounds in order of heavy-atom count, low to high:
Values run as follows: LDHA inh	Pol beta inh	Anesthetic bind	APE1 inh	Pol kappa inh	POLI inh	GRP78 ERSR act	Pol eta inh	BLM inh
> Cc1ccc(N2C(=O)C3CCC(C)(C2=O)C3(C)C)cc1C (centres undefined)
    -7	42%	?	10%	-11%	155%[activator]	-1%	-13%	-2%
> S=C(NCc1ccc(Cl)cc1)NC1CCN(Cc2ccccc2)CC1
    1	6%	-18%	5%	1%	31%[activator]	-6%	-20%	-5%
> Cc1cccc(N2CCN(C(C)C(=O)N3CCc4ccccc43)CC2)c1C (centres undefined)
    -7	40%	-4%	0%	-6%	21%	-3%	-14%	-8%
> COc1cc(/C=C/c2nc(N)nc(-c3ccccc3O)n2)cc(OC)c1OC
    15&1	-13%	-2%	18%	-17%	3%	1%	-21%	-3%
> CCC(=O)c1ccc(OCC(=O)Nc2ccccc2C(=O)N2CCCCC2)cc1
    -3	.	.	11%	2%	-17%	5%	-12%	.
> Cc1ccc(S(=O)(=O)c2cc(C)cc(S(=O)(=O)Nc3ccc(C(=O)O)cc3)c2C)cc1
    -15	27%	0%	30%	-3%	109%[activator]	-4%	?	-4%
> COc1nccnc1NS(=O)(=O)c1ccc(NC(=S)NC(=O)/C=C/c2ccccc2)cc1
    -7	?	5%	14%	-11%	62%[activator]	2%	-21%	-2%
> Cc1ccc([C@H]2C(C(=O)O)=CC[C@@H](c3cccc(C)c3)N2S(=O)(=O)c2ccc(C)cc2)cc1
    -4	.	.	24%	-4%	4%	-1%	-11%	.
